CHRM4 agonist: agonists of human muscarinic M4 receptor (CHRM4). AID 624127. CHO-K1 hM4/Gqi5, Fluo-8 calcium fluorescence; vehicle 0%, full acetylcholine response 100%. P08173. activation, % at 3 µM. 0.14% of 360,000 active;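 active means activation above the run mean over all test wells plus 3 SD, cut at about 32% in these data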;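 further: peak over basal fluorescence ratio per well then scaled between controls; 0% = DMSO wells and 100% = acetylcholine at EC100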
Target sequence (P08173 whole entry, looked up): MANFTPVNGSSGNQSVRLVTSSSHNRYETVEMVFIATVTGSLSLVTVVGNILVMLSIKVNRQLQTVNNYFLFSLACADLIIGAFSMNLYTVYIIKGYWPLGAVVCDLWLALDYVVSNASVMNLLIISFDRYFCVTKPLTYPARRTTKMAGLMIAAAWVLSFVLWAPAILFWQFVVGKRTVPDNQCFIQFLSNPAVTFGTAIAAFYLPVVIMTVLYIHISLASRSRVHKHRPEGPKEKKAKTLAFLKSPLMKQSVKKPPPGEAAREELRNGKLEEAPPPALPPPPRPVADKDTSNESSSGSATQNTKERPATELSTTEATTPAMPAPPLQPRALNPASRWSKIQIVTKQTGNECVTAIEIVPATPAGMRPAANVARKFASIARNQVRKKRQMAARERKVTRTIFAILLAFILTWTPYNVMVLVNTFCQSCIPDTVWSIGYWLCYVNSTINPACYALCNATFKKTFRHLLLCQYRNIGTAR
CHO parental Ca: signal in parental CHO cells, OX1R antagonist counter-screen; parental CHO-K1, ATP-induced calcium, Fluo-8 fluorescence; inhibition, % at 5.6 µM; 0.63% of 330,000 active;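 active means inhibition above that plate's mean sample inhibition plus 3 SD, cut at about 26% in these data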;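 further: 0% = ATP-challenged DMSO wells and 100% = DMSO wells without ATP; some compounds past the cut are filed as inactive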
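Assay system: parental CHO cells; Read-out basis: percent inhibition of ATP-evoked calcium rise, normalized to controls; Benchmarks: ATP and no-ATP DMSO wells; Compound dosing: single nominal dose of 5.6 µM per compound; Signal: Fluo-8 calcium dye fluorescence; Also added: ATP as calcium-mobilizing challenge; Repeats: singlicate.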
M1 antag: human CHRM1 antagonism; P11229; CHO-K1 hM1, Fluo-8 calcium fluorescence, ACh EC80 antagonist; inhibition, % at 3 µM; 1.3% of 360,000 active; AID 588852;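 active means percent inhibition above its own plate's cutoff, namely the mean of that plate's compound wells plus 3 SD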;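 further: peak over basal fluorescence ratio during 140 s after agonist addition; 0% = ACh EC80 plus DMSO and 100% = DMSO alone without agonist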
CHRM4 antagonist: CHRM4 antagonism in calcium assay | P08173 | CHO-hM4 cells, ACh EC80, Fluo-8 calcium fluorescence | inhibition, % at 3 µM | 0.73% of 360,000 active | AID 624125;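 active means inhibition above its plate's cutoff, the mean inhibition of sample wells plus 3 SD, cut at about 27% in these data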;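 further: 0% = acetylcholine EC80 with DMSO and 100% = DMSO without agonist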
M1 ag: human M1 muscarinic receptor agonism; 0.33% of 360,000 active; P11229; CHO-K1 hM1, Fluo-8 calcium fluorescence, agonist mode; 0% DMSO, 100% acetylcholine EC100; activation, % at 3 µM;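 active means activation above the run's mean compound activation plus 3 SD, cut at about 16% in these data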;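 further: peak over basal fluorescence ratio within a 140 s kinetic read after compound addition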
CHRM1 PAM: human CHRM1 positive allosteric modulation | P11229 | CHO-K1 hM1, Fluo-8 calcium fluorescence, ACh EC20; 0% = ACh EC20, 100% = maximal ACh | activation, % at 3 µM | 0.088% of 360,000 active | AID 588819; in the data active means activation above about 19%, passing the limit was not always enough
CHO-K1 Ca antag: nonselective inhibitor or artifact in parental CHO-K1 cells; ATP-induced calcium, Fluo-8 fluorescence; inhibition, % at 3 µM; 0.6% of 360,000 active; AID 602250;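 active means inhibition above a per-plate cutoff, the plate's mean sample inhibition plus 3 SD, cut at about 24% in these data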;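 further: 0% = DMSO plus EC80 ATP and 100% = DMSO alone without ATP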
M1 ag parental: M1 agonist counterscreen hit in parental CHO-K1 cells; 0.48% of 360,000 active; Fluo-8 calcium fluorescence; scaled to maximal ATP response, vehicle zero; activation, % at 3 µM; in the data active means activation above about 15%;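 further: untransfected CHO-K1 host cells lacking M1 receptor as counterscreen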
OXTR potentiate: potentiators of human oxytocin receptor; P30559; CHO-OTR cells, Fluo-8 calcium fluorescence, potentiator mode; 0% = oxytocin EC15, 100% = EC100; activation, % at 3 µM; 0.061% of 320,000 active;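 active means activation above that plate's cutoff, the mean activation of tested compounds plus 3 SD, cut at about 6.6% in these data, passing the limit was not always enough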;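 further: 100% uses oxytocin at 75 nM as the full agonist control; some results filed as inactive read as strong as hits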
Target sequence (P30559 whole entry, looked up): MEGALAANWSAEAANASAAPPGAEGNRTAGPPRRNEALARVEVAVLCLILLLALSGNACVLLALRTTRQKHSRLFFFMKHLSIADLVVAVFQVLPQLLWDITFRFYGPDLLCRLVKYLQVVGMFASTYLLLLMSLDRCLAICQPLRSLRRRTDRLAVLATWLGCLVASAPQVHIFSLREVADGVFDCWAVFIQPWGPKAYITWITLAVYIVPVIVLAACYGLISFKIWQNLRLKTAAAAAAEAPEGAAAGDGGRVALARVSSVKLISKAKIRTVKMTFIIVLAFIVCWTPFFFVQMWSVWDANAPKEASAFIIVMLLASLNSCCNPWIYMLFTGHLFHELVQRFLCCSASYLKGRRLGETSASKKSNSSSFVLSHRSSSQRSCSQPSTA
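Replication – single well per compound, singlicate · Assay system – CHO cell line stably expressing human OTR · Timing – 6 min pre-incubation, 100 s read · Measure – normalized max/min fluorescence ratio, % activation · Doses – 3.0 µM, one dose · Detection – Fluo-8 calcium dye fluorescence · Probe or stimulus – oxytocin near EC15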
An asterisk follows results filed as active; nt = no result given.

SMILES	CHRM4 agonist	CHO parental Ca	M1 antag	CHRM4 antagonist	M1 ag	CHRM1 PAM	CHO-K1 Ca antag	M1 ag parental	OXTR potentiate
N/C(=N\NS(=O)(=O)c1ccccc1Cl)c1ccccn1	0	-4	-13	-8	-2	7	-9	0.0	-15
COc1ccc(N(CC(=O)Nc2cc(OC)ccc2OC)S(C)(=O)=O)cc1	2	0	-1	6	-1	-2	0	0.3	-7
CS(=O)(=O)N(CC(=O)Nc1cccc(Br)c1)Cc1ccccc1	2	nt	-17	4	-3	9	-3	1.3	nt
Cc1nnc(SCC(=O)Nc2ccc(N3CCOCC3)cc2)n1-c1ccccc1	0	3	-2	9	-2	-2	16	0.3	-8
COc1cc2c(cc1OC)C(/C(C#N)=N\O)=NC(C)(C)C2	0	-5	-11	1	-8	8	-4	0.7	2
COc1cc([N+](=O)[O-])ccc1N1C(=O)C2C3C=CC(C4CC34)C2C1=O (stereo not given)	4	-9	-4	-6	-2	-3	16	0.5	-3
COc1cc(NC(=O)COC(=O)Cc2ccsc2)cc(OC)c1	3	-7	3	-9	1	5	2	-0.1	-4
Cn1c(N)c(C(=O)COC(=O)COc2cccc(Br)c2)c(=O)n(C)c1=O	8	-8	-2	-6	-2	1	-15	2.6	-4
Cc1c(C(=O)Nc2nccs2)oc2ccccc12	2	nt	-10	-1	-5	1	-10	1.2	nt
N/C(=N\OC(=O)c1ccncc1)c1cccc([N+](=O)[O-])c1	1	2	6	-8	-3	-1	-5	0.5	-3
CCc1cccc(NC(=O)CCc2nc(-c3cccs3)no2)c1	10	6	-2	-12	-4	-5	2	4.0	-9
COC(=O)[C@]12CCCCC=C1N(Cc1ccccc1)C(=O)[C@H](CC(=O)NCc1cccs1)C2	7	nt	nt	-22	nt	nt	-5	2.5	nt
O=c1[nH]c(=S)n(C2CCCCC2)c(O)c1C=NCCN1CCOCC1	1	-14	-3	-1	-4	7	-5	3.5	3
CCOC(=O)C(=O)Nc1ccc(S(=O)(=O)N2CCOCC2)cc1OC	1	-1	2	-9	-2	5	-3	0.3	-5
O=C(CSc1nc2cc(C(F)(F)F)ccc2n1Cc1ccccc1)NC1CCS(=O)(=O)C1 (stereo not given)	3	-10	3	-6	-3	1	-5	1.1	-7
O=C(CCCC(=O)c1ccccc1)Nc1ccc(O)cc1	1	-5	-11	14	1	20	-4	0.6	-7
O=C(COc1ccc2oc3c(c2c1)CCCC3)Nc1ccccn1	0	-22	-23	5	-4	2	14	-0.4	-6
COC(=O)Nc1ccc2c(c1)N(C(=O)CCN1CCOCC1)c1ccccc1S2	1	0	1	11	-14	-5	-12	0.3	-7
CCOC(=O)/C=C/C(=O)NNC(=O)c1ccccc1Cl	1	-4	-2	-3	-4	8	0	0.2	0
CCN1CCN(CC(=O)N2CCCC(C(=O)c3ccc(Oc4ccccc4)cc3)C2)CC1 (stereo not given)	4	-7	2	1	-15	-4	-19	3.4	-13
O=C(O)Cn1cc(C(=O)C2CC2)c2ccccc21	1	-12	-1	-6	-2	5	-5	0.6	0
N#CC1(c2cccc(Br)c2)C(=O)Nc2ccccc21 (stereo not given)	2	nt	-8	-5	10	14	7	0.7	nt
COc1ccc(NC(=O)c2ccccc2OCc2ccc(F)cc2)c(OC)c1	1	-34	6	5	-8	-8	-23	1.1	-5
N#CCCC12CCCCC1=Nc1ccccc12 (stereo not given)	0	-14	-10	12	-2	12	-7	0.2	5
Cc1c(C(=O)OCC(=O)Nc2ccc3c(c2)OCO3)cccc1[N+](=O)[O-]	5	-3	0	4	-4	4	15	1.1	-2
CCOC(=O)c1c(NC(=S)NNS(=O)(=O)c2ccc(Br)cc2)sc2c1CCCCC2	1	-7	-21	4	2	22	-2	0.1	-3
CNc1nc(SC)nc2ccccc12	0	-6	-5	-7	-5	4	-17	0.8	-8
Cc1ccc(NC2=CC(=O)CC(c3ccco3)C2)c(N)c1 (stereo not given)	1	-23	0	-1	-3	3	0	0.7	2
CCOC(=O)C1CCN(c2c(NC3CCCc4ccccc43)c(=O)c2=O)CC1 (stereo not given)	0	-16	-21	-10	-3	14	-13	0.0	0
CC(=O)c1c(N2CCN(C(=O)C3CCCO3)CC2)nc(=S)n(-c2ccccc2)c1C (stereo not given)	2	-5	2	11	-14	-15	-25	1.5	-1
Cc1ccc(OCC(=O)N2CCOCC2)c([N+](=O)[O-])n1	1	4	-23	6	-1	11	-19	0.5	-6
CC(C)Sc1nc2c(c(=O)[nH]c(=O)n2C)n1Cc1ccccc1	0	-8	-11	7	-6	7	-10	0.1	1
O=C1C=C(c2cccc3c2sc2ccccc23)C[C@@H](c2ccc(F)cc2)C1	0	-6	8	5	-3	1	-3	-0.3	-4
CC1CCN(c2nc3nonc3nc2Nc2ccc(F)cc2)CC1	5	12	16	-7	-6	-13	-19	1.9	-5
COc1ccc(CCNC(=O)COC(=O)C2CC2)cc1	2	4	-4	-5	-4	8	-7	11	-15
CCN(CC)CCCN1C(=O)C(=O)/C(=C(/O)c2c(C)nc3ccccn23)C1c1ccc(C)o1 (stereo not given)	1	nt	-3	14	-1	6	-15	0.8	nt
COc1cc(N2C(=O)CC3(CCCC3)CC2=O)cc(OC)c1OC	0	-15	-5	-4	-3	3	-7	1.4	-6
Cc1cc(C)nc(NS(=O)(=O)c2ccc(NC(=S)NC(=O)C(C)(C)C)cc2)n1	0	-21	-4	10	-6	4	-5	0.6	-5
O=C(CN(Cc1ccc(F)cc1)C(=O)C1CSC(=O)C1)NC1CCCCC1 (stereo not given)	1	-18	-4	2	-5	-6	-15	0.0	2
Fc1ccc(CNC(=S)Nc2ccc(OC(F)F)cc2)cc1	10	7	8	3	0	-14	12	11	-10
CCOc1ncccc1C(=O)Nc1nc(C(C)(C)C)cs1	0	-2	-9	-15	-11	7	-26	0.2	-11
Fc1ccc(Cn2nnnc2CN2CCN(C3CCCC3)CC2)cc1	0	-21	-14	0	-4	4	-16	1.3	-1
CCN(CC)C(=O)c1[nH]cnc1C(=O)Nc1ccc(C)cc1	3	-9	-17	-5	-2	10	-14	0.0	3
CCN(CC)C(=O)CSc1nc2ncccc2[nH]1	1	-1	13	1	-5	-9	0	0.0	-4
COc1ccc(NC(=O)c2ccc(S(=O)(=O)N3CCCCC3)cc2)cc1OC	1	-8	-5	7	-5	6	6	0.8	0
N#C/C(=C\c1ccc(Cl)c([N+](=O)[O-])c1)c1ccccn1	3	-20	-5	-1	-3	12	-12	0.6	-8
C[C@H](CO)N1C[C@H](C)[C@@H](CN(C)C(=O)NC2CCCCC2)Oc2ccc(NC(=O)Cn3cnnn3)cc2C1=O	0	-4	-7	15	-3	4	-11	-0.1	-5
O=C(NCCSCc1ccco1)Nc1cc(Cl)cc(Cl)c1	11	-7	-1	-3	0	-6	4	10	-7
CCOC(=O)C1CCN(C(=O)CSc2cc(=O)n(C)c3ccccc23)CC1	1	-21	1	2	-4	5	-5	0.8	-9
Cc1c(CCC(=O)N2CCC(C(=O)NCCCCCC(=O)O)CC2)c(=O)oc2cc3oc4c(c3cc12)CCCC4	-1	-4	-8	6	0	6	-11	-0.1	-8

(next part)
SMILES	CHRM4 agonist	CHO parental Ca	M1 antag	CHRM4 antagonist	M1 ag	CHRM1 PAM	CHO-K1 Ca antag	M1 ag parental	OXTR potentiate
CC(=O)c1ccc(NS(=O)(=O)c2ccccc2)cc1	0	-20	-5	-6	-6	6	0	0.9	-17
CCOC(=O)C1=C(c2ccccc2)c2ccccc2OC1C(=O)OCC (stereo not given)	-1	-32	-8	-11	-5	0	-17	0.5	nt
CN(C)c1ccc(C2CNC(c3ccc(Cl)c([N+](=O)[O-])c3)c3[nH]c4ccccc4c32)cc1 (stereo not given)	3	-13	-2	6	-5	0	-9	0.6	-6
CCCCc1nnc(NC(=O)CSc2nc(=O)cc(N)n2-c2ccccc2)s1	0	6	-10	-3	-4	5	-16	1.4	4
Cc1ccc2nc(SC(C)C(=O)NC3CCCC3)[nH]c2c1 (stereo not given)	2	-6	-8	-6	-2	8	-13	-0.5	1
CCCCC(CC)CNC(=O)c1ncn[nH]1 (stereo not given)	1	-2	-7	3	-4	7	-7	0.3	1
c1ccc(-n2nnnc2NCCCN2CCOCC2)cc1	0	-2	9	3	-2	-6	5	-0.2	-4
Cc1ccc(C(=O)N2CCCC(CCC(=O)N3CCN(c4ccccn4)CC3)C2)cc1 (stereo not given)	7	-21	-8	-18	-4	2	-16	5.0	-14
COC(=O)C(Cc1ccccc1)NC(=O)CNC(=O)c1ccccc1OC (stereo not given)	3	-5	-6	-3	-4	4	-12	2.0	-9
CC(=O)c1c(C)[nH]c(C(=O)COC(=O)c2cc(S(=O)(=O)N(C)c3ccccc3)ccc2Cl)c1C	2	23	-6	-8	-7	-1	-8	2.0	-11

The last four compounds of the part before are carried over, then new ones follow.
SMILES	CHRM4 agonist	CHO parental Ca	M1 antag	CHRM4 antagonist	M1 ag	CHRM1 PAM	CHO-K1 Ca antag	M1 ag parental	OXTR potentiate
c1ccc(-n2nnnc2NCCCN2CCOCC2)cc1	0	-2	9	3	-2	-6	5	-0.2	-4
Cc1ccc(C(=O)N2CCCC(CCC(=O)N3CCN(c4ccccn4)CC3)C2)cc1 (stereo not given)	7	-21	-8	-18	-4	2	-16	5.0	-14
COC(=O)C(Cc1ccccc1)NC(=O)CNC(=O)c1ccccc1OC (stereo not given)	3	-5	-6	-3	-4	4	-12	2.0	-9
CC(=O)c1c(C)[nH]c(C(=O)COC(=O)c2cc(S(=O)(=O)N(C)c3ccccc3)ccc2Cl)c1C	2	23	-6	-8	-7	-1	-8	2.0	-11
CC(=O)Nc1ccc(Cc2nc3ccccc3[nH]2)cc1	0	-8	6	9	-3	-8	1	0.6	-1
Nc1nonc1C(=O)NCCNC(=O)c1ccc(Cl)c(Cl)c1	2	-4	4	6	-2	1	-11	2.4	-12
COc1ccc(CCNc2nc(-c3ccco3)cc(C(F)(F)F)n2)cc1OC	0	-30	2	-2	-4	-6	-9	0.3	-13
CCOC(=O)N1CCN(C(=O)COC(=O)Cc2ccc(OC)cc2)CC1	0	-7	-11	14	-1	8	-6	0.7	-1
O=C(CN1CCN(Cc2cccc(C(F)(F)F)c2)CC1)NCC(=O)Nc1ccc(F)c(F)c1F	5	nt	6	-1	-2	-1	-18	1.0	nt
Cc1cc(C(=O)N2CCC2(C)C(=O)NS(=O)(=O)c2ccccc2Cl)nn1C (stereo not given)	1	nt	-8	-1	0	6	1	0.8	nt
Cn1cccc1Cc1nnc(SCC(=O)NCc2ccccc2Cl)n1-c1ccc(F)cc1	3	-26	-9	-7	-2	0	0	0.7	-5
Cc1cc(=O)oc2c(N)nccc12	1	nt	-5	6	1	8	-4	0.8	nt
COc1ccc(Cl)cc1NC(=O)Cn1cccc1	1	2	-18	-3	-8	10	-28	0.3	-5
COCCn1nnnc1C(CC(C)C)N1CCN(C(=O)c2ccco2)CC1 (stereo not given)	0	nt	-11	1	-2	1	-11	0.1	nt
Cc1ccc(Nc2cc(=O)[nH]c(=O)[nH]2)c(C)c1	0	-6	11	5	-2	-4	11	0.1	1
Cc1noc(C)c1CSCC(=O)Nc1cc(S(=O)(=O)N2CCOCC2)ccc1OC(C)C	2	-14	-7	-19	-6	4	-9	1.1	0

Screens deposited in PubChem by The Scripps Research Institute Molecular Screening Center.
